D1 potentiator: human D1 dopamine receptor positive modulation | P21728 | potentiation, % at 10 µM | HEK293 TREx D1 cells, calcium flux, dopamine EC20 potentiation | 360,000 tested, 0.036% active; in the data active = potentiation above about 30%; also: 0% is about no effect
Target sequence (P21728 whole entry, looked up): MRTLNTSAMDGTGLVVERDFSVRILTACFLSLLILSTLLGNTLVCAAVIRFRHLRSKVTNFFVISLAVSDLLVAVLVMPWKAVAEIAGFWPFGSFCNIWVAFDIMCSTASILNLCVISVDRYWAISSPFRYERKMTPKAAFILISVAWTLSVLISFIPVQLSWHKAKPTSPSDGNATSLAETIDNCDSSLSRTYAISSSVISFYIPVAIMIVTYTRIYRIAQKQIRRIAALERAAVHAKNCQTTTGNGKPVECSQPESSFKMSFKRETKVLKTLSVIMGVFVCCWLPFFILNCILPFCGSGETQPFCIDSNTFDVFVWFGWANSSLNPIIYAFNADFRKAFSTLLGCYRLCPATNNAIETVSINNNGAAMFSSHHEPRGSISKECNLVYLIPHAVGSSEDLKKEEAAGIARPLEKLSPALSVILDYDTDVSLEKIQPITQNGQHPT
RXFP1 antagonist: RXFP1 (human) relaxin receptor antagonism; Q9HBX9; AID 1259400; HEK293-RXFP1, relaxin-stimulated cAMP HTRF, 30 min; hits give low values; activity change, negative = inhibition, % at 57.5 µM; 350,000 tested, 0.59% active;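 active = activity change of -60% or lower, but not beyond a set lower limit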; also: % is scaled to controls: 0 for no effect and ±100 for the full control effect
TRHR agonist: activates the human TRH receptor; activation, % at 2 µM; 360,000 tested, 0.18% active; AID 493084; P34981; TRHR cells, calcium flux fluo-8, FDSS agonist mode; also: 0% is about no effect
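In this calcium-flux screen, cells bearing human TRHR are dye-loaded with fluo-8, baselined for 10 cycles, then exposed to library compounds; positive kinetic calcium responses during the agonist phase mark hits, with TRH as control.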
D2 agonist: D2 dopamine receptor (human) agonism | activation, % at 2 µM | HEK293 T-REx D2 cells, calcium flux agonist mode | AID 485358 | 340,000 tested, 0.53% active;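 active = activation over 3 SD above normal in the single-dose calcium agonist read, cut at about 30% in these data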; also: 0% is about no effect
Target sequence (P14416 whole entry, looked up): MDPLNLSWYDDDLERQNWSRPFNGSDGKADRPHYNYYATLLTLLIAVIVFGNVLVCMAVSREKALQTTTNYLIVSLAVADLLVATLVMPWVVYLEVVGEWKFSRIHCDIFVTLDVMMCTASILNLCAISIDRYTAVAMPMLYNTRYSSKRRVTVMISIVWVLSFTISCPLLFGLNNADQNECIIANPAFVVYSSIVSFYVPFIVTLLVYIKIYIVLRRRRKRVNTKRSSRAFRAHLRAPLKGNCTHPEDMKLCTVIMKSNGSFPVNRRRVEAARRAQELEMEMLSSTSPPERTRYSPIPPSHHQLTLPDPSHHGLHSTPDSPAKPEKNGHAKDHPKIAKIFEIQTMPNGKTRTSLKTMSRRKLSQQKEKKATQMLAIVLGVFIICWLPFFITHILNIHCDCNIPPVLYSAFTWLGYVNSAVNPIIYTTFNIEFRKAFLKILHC
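Calcium-flux readout, 1 cycle/sec over 180 s following compound pin transfer, in inducible HEK293 Trex D2 cells (force-coupled); dopamine controls included. Positive calcium responses during this window marked compounds as potential agonists.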
D2 antagonist: antagonists of human D2 dopamine receptor; P14416; 340,000 tested, 2% active; HEK293 TREx D2 cells, calcium flux, dopamine EC80; inhibition, % at 10 µM; in the data active = inhibition above about 30%; also: 0% is about no effect
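Dopamine at EC80 is the agonist stimulus; test compounds precede it by 180 s. Calcium flux read kinetically in a force-coupled, inducible HEK293 T-REx D2 cell line.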
D2 potentiator: D2 dopamine receptor (human) potentiation; HEK293 T-REx D2, calcium flux, EC20 dopamine potentiation; 340,000 tested, 0.34% active; potentiation, % at 10 µM; P14416; AID 485347;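 active = potentiation over 3 SD above the plate norm, cut at about 30% in these data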; also: 0% is about no effect
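Using a no-wash calcium dye in inducible, force-coupled HEK293 Trex cells expressing D2, we tracked fluorescence each second for 180 s after compound, then for 180 s after EC20 dopamine to detect augmented signalling.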
TRHR enhancer: TRH receptor (human) allosteric enhancement; TRHR cells, fluo-8 calcium fluorescence, EC20 TRH enhancement; 360,000 tested, 0.66% active; enhancement, % at 2 µM; AID 493056; P34981; in the data active = enhancement above about 30%; also: 0% is about no effect
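TRHR-expressing cells loaded with fluo-8 calcium dye were read kinetically (ex 480/em 530) during compound addition, then stimulated with an EC20 of TRH (10 nM final). Enhancement of the Gq-mediated intracellular calcium response was scored.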
D1 agonist: activates the human D1 dopamine receptor. P21728. HEK293 T-REx D1 cells, calcium flux, agonist mode. activation, % at 2 µM. 360,000 tested, 1% active; also: 0% is about no effect
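Agonism was scored from calcium flux recorded over 180 s (1 read/s) after pintool compound addition, following a 10-cycle baseline. Cells were inducible force-coupled HEK293 TREx D1, plated overnight at 30 C and loaded with no-wash calcium dye.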
D1 antag: blocks dopamine activation of the human D1 receptor; P21728; HEK293 TREx D1 cells, calcium flux, dopamine EC80; hits give low values; activity change, negative = inhibition, % at 10 µM; 360,000 tested, 3.2% active; AID 504652; in the data active = activity change below about -30%; also: % is scaled to controls: 0 for no effect and ±100 for the full control effect
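Kinetic fluorescence of a calcium dye serves as the read-out. D1-expressing Hek293 Trex cells, induced overnight at 30 C, are exposed to compound for 180 s before an EC80 dopamine addition, then read 180 s further.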
* = called active by the depositor; nt = not tested or not shown; & = joins results of further samples. Rule as the data show it, unless noted: active = activation above about 30%; inactive = the rest.

Letter code: A = D1 potentiator; B = RXFP1 antagonist; C = TRHR agonist; D = D2 agonist; E = D2 antagonist; F = D2 potentiator; G = TRHR enhancer; H = D1 agonist; I = D1 antag
CCC(C)NC(=O)C1CCN(C(=O)c2ccccc2)CC1 (stereo not drawn)
  A: 1	B: -6	C: 0.2	D: 0.1	E: 9	F: 6	G: -4	H: 3	I: -5
COc1ccc(NC(=O)C(CC(=O)O)Cc2ccc(C)cc2)cc1 (stereo not drawn)
  A: 2	B: -14	C: -0.3	D: -0.2	E: -11	F: -2	G: 3	H: 0	I: -18
COC(=O)c1cc(OC)c(OC)cc1NC(=S)N1CCN(C/C=C/c2ccccc2)CC1
  A: 1	B: -16	C: -0.1	D: -0.2	E: -17	F: -6	G: 6	H: 6	I: 6
CCc1[nH]nc2c1C(c1cccc(OC(=O)N3CCOCC3)c1)C(C#N)=C(N)O2 (stereo not drawn)
  A: -2	B: -27	C: -0.6	D: -0.5	E: -5	F: -2	G: 11	H: 2	I: 6
O=C(Cc1cc(=O)[nH]c(=O)[nH]1)NCc1ccccc1
  A: -3	B: nt	C: 0.2	D: 0.4	E: -14	F: 4	G: -7	H: -1	I: 12
CC(C)c1ccc(C(O)P(=O)(OCc2ccccc2)c2ccc(N(C)C)cc2)cc1 (stereo not drawn)
  A: 1	B: -8	C: -0.8	D: 0.3	E: 8	F: -5	G: 3	H: 2	I: -4
O=C(CSc1nnc(CNC(=O)c2c(F)cccc2F)o1)NCC1CCCO1 (stereo not drawn)
  A: 1	B: -1	C: 0.5	D: nt	E: nt	F: nt	G: 6	H: 1	I: -4
O=S(=O)(Cc1ccccc1Cl)NCCc1ccc(F)cc1
  A: -1	B: -1	C: -1.4	D: 1.8	E: 2	F: -2	G: 26	H: 3	I: 14
CC(=O)Nc1ccc(/C=C/C(=O)c2ccccc2)cc1
  A: 4	B: nt	C: 0.9	D: 0.6	E: -6	F: 9	G: -7	H: 3	I: -1
COc1ccccc1N1CCN(C2CCN(S(=O)(=O)c3ccc(C)cc3)CC2)CC1
  A: -5	B: -1	C: 0.1	D: 13	E: -17	F: -26	G: -5	H: 1	I: 5
CC(C)NC(=O)c1ccc(CSc2nc3ccncc3n2Cc2cccc(F)c2)cc1
  A: -1	B: -9	C: -0.6	D: 0.3	E: nt	F: 5	G: 3	H: 0	I: 6
CC1=C(c2ccc(C)c(C)c2)S(=O)(=O)N=C1N1CCC(C(=O)Nc2cccc(F)c2)CC1
  A: -5	B: -31	C: 0.9	D: 1.0	E: nt	F: 5	G: -9	H: 6	I: -13
O=C(NCC(=O)N1CCOCC1)c1ccc(Br)o1
  A: -6	B: 3	C: 0.5	D: -0.5	E: -2	F: 2	G: 9	H: 2	I: 18
Cc1cc(C)n2nc(C(=O)OCCOc3cccc(Br)c3)nc2n1
  A: 3	B: 3	C: 0.3	D: 0.8	E: 4	F: -3	G: 4	H: 2	I: 0
Cc1c(OC(C)C(=O)N2C[C@H]3C[C@@H](C2)c2cccc(=O)n2C3)ccc2c3c(c(=O)oc12)CCC3 (stereo partly drawn)
  A: 2	B: nt	C: -0.3	D: -0.9	E: 9	F: 2	G: -3	H: 2	I: -2
O=C(CSc1nc(=O)[nH]c2c1CCCC2)Nc1cc(C(F)(F)F)ccc1Cl
  A: 3	B: 6	C: -0.1	D: 0.0	E: nt	F: 16	G: 8	H: 0	I: nt
CCOC(=O)CC1COCCN1C(=O)c1cc(COc2ccc(F)c(F)c2)on1 (stereo not drawn)
  A: -12	B: 3	C: -0.7	D: -1.8	E: -4	F: -5	G: 10	H: 43*	I: -41*
O=C(NCCNc1ccc([N+](=O)[O-])cc1)c1cccc2c(Br)cccc12
  A: -8	B: nt	C: 0.4	D: 0.3	E: 14	F: -8	G: -2	H: 5	I: -63*
CCOC(=O)c1c(C)n(C)c2ccc(O)c(CN(C)C)c12
  A: -3	B: -14	C: -0.4	D: -0.3	E: -17	F: -13	G: 5	H: 0	I: -7
Nc1cc(N)cc(-c2nc3ccccc3[nH]2)c1
  A: -2	B: 1	C: -1.0	D: -0.8	E: 27	F: 3	G: -1	H: 2	I: -2
CCc1ccc(S(=O)(=O)Nc2cc3c(cc2N2CCOCC2)n(C)c(=O)c(=O)n3C)cc1
  A: -11&-5	B: -6	C: -0.3&-0.7	D: 0.1&-0.3	E: -6	F: -2&3	G: -6&-2	H: 1&0	I: -1&3
COc1cccc(C(=O)Nc2ccc(NC(C)=O)cn2)c1
  A: -3	B: 7	C: -0.5	D: 1.8	E: 26	F: -1	G: -5	H: 2	I: 3
COc1ccc(NC(=O)CCCCCN2C(=O)[C@@H]3Cc4ccccc4CN3C2=O)cc1Cl
  A: -10	B: -29	C: 0.3	D: -0.9	E: -3	F: 2	G: -3	H: 5	I: -3
COc1ccccc1OCc1ccc(C(=O)NCc2ccco2)o1
  A: -10	B: -2	C: -0.7	D: -0.3	E: -20	F: -6	G: 0	H: 1	I: -5
CCOCCCN(C(=O)Cn1nnc(-c2ccc(OC)c(OC)c2)n1)C(C(=O)NCC1CCCO1)c1ccc(F)cc1 (stereo not drawn)
  A: -1	B: 5	C: -0.5	D: -0.5	E: -16	F: -7	G: 7	H: 1	I: -7
O=C(NCC1(c2ccccc2)CCCC1)c1ccccc1
  A: -4	B: -2	C: -0.9	D: -0.8	E: -15	F: -8	G: 3	H: 2	I: 7
CCOP(=O)(OCC)C(Nc1ccccn1)c1ccccc1 (stereo not drawn)
  A: -1	B: -1	C: 0.1	D: -0.4	E: 2	F: 4	G: -1	H: 2	I: 4
CC(=O)c1cc(-c2nc3ccccc3n2C)n(C)c1
  A: -3	B: 1	C: 0.0	D: -2.8	E: -21	F: 11	G: 6	H: -1	I: 1
CC(C)(C)c1cc(N)n(-c2ccc(C(=O)O)cc2)n1
  A: 7	B: -10	C: 0.0	D: -1.2	E: 12	F: 3	G: 2	H: 16	I: 5
Cc1cc(C(=O)COC(=O)/C=C/c2cccc(F)c2)c(C)n1C
  A: -5	B: -13	C: 0.4	D: -0.2	E: 15	F: -5	G: -2	H: 12	I: -21

Records above that bear a hit mark in D1 agonist:
SMILES	D1 potentiator	RXFP1 antagonist	TRHR agonist	D2 antagonist	D2 potentiator	TRHR enhancer	D1 agonist	D1 antag
CCOC(=O)CC1COCCN1C(=O)c1cc(COc2ccc(F)c(F)c2)on1 (stereo not drawn)	-12	3	-0.7	-4	-5	10	43*	-41*

Later entries.
Letter code: A = D1 potentiator; B = RXFP1 antagonist; C = TRHR agonist; D = D2 agonist; E = D2 antagonist; F = D2 potentiator; G = TRHR enhancer; H = D1 agonist; I = D1 antag
CC(C)c1ccc2occ(-c3nn[nH]n3)c(=O)c2c1
  A: -3	B: -17	C: 0.4	D: 0.9	E: 32*	F: -4	G: 1	H: 4	I: 0
NS(=O)(=O)OCC1CCCCC1
  A: 4	B: nt	C: -0.4	D: 0.5	E: 6	F: -17	G: 13	H: 0	I: -1
CCOC(=O)c1cccc(NC(=O)CSc2nnnn2CC)c1
  A: -2	B: 3	C: -0.7	D: -0.6	E: -27	F: 6	G: 20	H: 2	I: -12
CC(OC(=O)C1CCN(S(=O)(=O)c2ccc(Cl)cc2)CC1)C(=O)N1CCc2ccccc21 (stereo not drawn)
  A: -4	B: 5	C: 0.5	D: nt	E: nt	F: nt	G: -3	H: 5	I: 3
N#Cc1cc(S(=O)(=O)c2ccc(Cl)cc2)c(N)[nH]c1=O
  A: -4	B: -4	C: -0.6	D: 2.3	E: 16	F: -6	G: -6	H: 2	I: -45*
COC(=O)c1ccc(NC(=O)Nc2cccc(F)c2)cc1
  A: -2	B: -15	C: 1.6	D: -1.8	E: -20	F: 9	G: -3	H: 18	I: -22
COC(=O)c1ccc2ccn(CC(=O)NC(C)C)c2c1
  A: 2	B: -1	C: -0.1	D: 1.9	E: -11	F: 11	G: 4	H: 3	I: -10
Cc1cc([N+](=O)[O-])cc(/C=N\NC(=O)C2COc3ccccc3O2)c1O (stereo not drawn)
  A: 11	B: -24	C: 0.5	D: 1.8	E: 10	F: 3	G: 1	H: 1	I: -7
CSc1ccc(C#N)cc1NC(=O)c1ccc(Cl)nc1
  A: -2	B: -6	C: -0.3	D: -1.0	E: -8	F: 5	G: 5	H: 2	I: 7
CCn1c(=N)n(CC(=O)OC)c2ccccc21
  A: -8	B: -1	C: 0.5	D: 1.1	E: -7	F: 8	G: 7	H: 3	I: 1
CCOC(=O)c1c(-c2ccc(Br)cc2)csc1NC(=O)c1ccccc1F
  A: 0	B: -5	C: -1.1	D: 0.1	E: nt	F: -2	G: 4	H: 0	I: 3
O=C(NCc1ccccc1)C1=C[C@@H](c2ccc(Br)cc2)C[C@@H](OCCCCO)O1
  A: -1	B: nt	C: -0.2	D: 0.4	E: -3	F: 7	G: -1	H: 0	I: -3
CC(C)CNC(=O)c1cc([N+](=O)[O-])ccc1N1CCCCC1
  A: 3	B: -10	C: -0.6	D: 0.9	E: -15	F: 9	G: 2	H: 1	I: 20
COC(=O)c1c(C(=O)OC)c(-c2ccccc2)n2c1CS(=O)C2 (stereo not drawn)
  A: -6	B: -9	C: -0.6	D: -0.1	E: 0	F: 18	G: 5	H: 3	I: 10

Of the compounds above, seven have an aryl methoxy group.
Letter code: A = D1 potentiator; B = RXFP1 antagonist; C = TRHR agonist; D = D2 agonist; E = D2 antagonist; F = D2 potentiator; G = TRHR enhancer; H = D1 agonist; I = D1 antag
COc1ccc(NC(=O)C(CC(=O)O)Cc2ccc(C)cc2)cc1 (stereo not drawn)
  A: 2	B: -14	C: -0.3	D: -0.2	E: -11	F: -2	G: 3	H: 0	I: -18
COC(=O)c1cc(OC)c(OC)cc1NC(=S)N1CCN(C/C=C/c2ccccc2)CC1
  A: 1	B: -16	C: -0.1	D: -0.2	E: -17	F: -6	G: 6	H: 6	I: 6
COc1ccccc1N1CCN(C2CCN(S(=O)(=O)c3ccc(C)cc3)CC2)CC1
  A: -5	B: -1	C: 0.1	D: 13	E: -17	F: -26	G: -5	H: 1	I: 5
COc1cccc(C(=O)Nc2ccc(NC(C)=O)cn2)c1
  A: -3	B: 7	C: -0.5	D: 1.8	E: 26	F: -1	G: -5	H: 2	I: 3
COc1ccc(NC(=O)CCCCCN2C(=O)[C@@H]3Cc4ccccc4CN3C2=O)cc1Cl
  A: -10	B: -29	C: 0.3	D: -0.9	E: -3	F: 2	G: -3	H: 5	I: -3
COc1ccccc1OCc1ccc(C(=O)NCc2ccco2)o1
  A: -10	B: -2	C: -0.7	D: -0.3	E: -20	F: -6	G: 0	H: 1	I: -5
CCOCCCN(C(=O)Cn1nnc(-c2ccc(OC)c(OC)c2)n1)C(C(=O)NCC1CCCO1)c1ccc(F)cc1 (stereo not drawn)
  A: -1	B: 5	C: -0.5	D: -0.5	E: -16	F: -7	G: 7	H: 1	I: -7
